Assay outcomes as filed in PubChem.
EP2 antag: EP2 receptor (human) inhibition. P43116. inhibition, % at 25 µM. C6 glioma cells expressing human EP2, cAMP TR-FRET; cells stimulated with saturating PGE2. 260,000 compounds, 0.52% hits;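 active means percent inhibition above 40 after rounding to a whole number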;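 further: rat C6 glioma host cells with rolipram phosphodiesterase inhibitor present; the protocol text gives 20 µM as final concentration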
Target sequence (P43116 whole entry, looked up): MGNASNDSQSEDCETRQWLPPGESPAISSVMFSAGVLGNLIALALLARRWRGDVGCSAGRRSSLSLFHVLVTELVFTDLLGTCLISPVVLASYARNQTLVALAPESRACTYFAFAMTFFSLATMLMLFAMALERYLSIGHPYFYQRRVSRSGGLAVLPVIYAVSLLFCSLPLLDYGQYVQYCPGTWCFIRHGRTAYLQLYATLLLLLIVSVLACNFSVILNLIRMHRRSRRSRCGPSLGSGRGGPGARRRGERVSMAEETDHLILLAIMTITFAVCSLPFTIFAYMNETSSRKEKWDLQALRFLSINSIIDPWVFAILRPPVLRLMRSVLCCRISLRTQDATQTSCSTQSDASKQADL
PPC-1+TRAIL kill: PPC-1 cancer cell killing with TRAIL present; PPC-1 cells + TRAIL, ATPLite viability luminescence; cell killing (% activity), % at 4 µM; 220,000 compounds, 0.41% hits; AID 1443;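 active means cell killing above 50% in the first pass at 4 µM, then a duplicate retest at 5 µM averaging 50% or more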;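 further: plate controls were cells with TRAIL plus DMSO for no effect and medium-only wells lacking cells for full effect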
NPY-Y1 PAM-ag: potentiates or activates human NPY-Y1 receptor | NPY-Y1 expressing cells, potentiator/agonist activation | 220,000 compounds, 0.37% hits | activation, % at 3.6 µM | P25929; in the data active means activation above about 33%, passing the limit was not always enough;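 further: cells stimulated with NPY at EC10 then isoproterenol at EC100; 0% = low agonist plus stimulus and 100% = saturating agonist plus stimulus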
Target sequence (P25929 whole entry, looked up): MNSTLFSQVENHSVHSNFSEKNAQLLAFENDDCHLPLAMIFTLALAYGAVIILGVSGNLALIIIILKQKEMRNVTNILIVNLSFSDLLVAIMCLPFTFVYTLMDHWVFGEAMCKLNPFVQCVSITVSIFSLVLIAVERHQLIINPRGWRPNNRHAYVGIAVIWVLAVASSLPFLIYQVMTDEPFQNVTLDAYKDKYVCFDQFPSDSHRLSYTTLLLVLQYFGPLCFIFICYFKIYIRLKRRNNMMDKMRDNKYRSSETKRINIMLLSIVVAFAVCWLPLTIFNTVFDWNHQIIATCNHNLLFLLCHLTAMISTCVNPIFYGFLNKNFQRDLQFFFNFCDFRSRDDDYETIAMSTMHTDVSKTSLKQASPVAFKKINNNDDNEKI
TRPML3 ag: human mucolipin-3 channel agonism | Q8TDD5 | HEK293 TRPML3-YFP, Fluo-8 calcium fluorescence; 100% = the carbachol control signal | activation, % at 3 µM | 220,000 compounds, 0.29% hits | AID 1448;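 active means activation above its plate's cutoff, the mean activation of the plate's test wells plus 3 SD, cut at about 12% in these data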;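 further: 0% = DMSO only wells and 100% = carbachol wells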
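Test system: TRPML3-YFP stable HEK293 cells. Doses: single point at 3 µM. Incubation: dye loading 1 h 37 °C then 30 min ambient, 125 s read. Signal: Fluo-8 calcium dye fluorescence, ex 470-495, em 515-575 nm. Measure: percent activation from peak-to-basal fluorescence ratio, scaled between DMSO and carbachol.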
EP2 mod: modulates human prostaglandin E2 receptor EP2 signaling; P43116; EP2-expressing cells, cAMP HTRF FRET, PGE2 co-stimulation; induction, % at 25 µM; 260,000 compounds, 0.83% hits; AID 940;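 active means compounds whose cAMP rise, as percent of the full-agonist control response, exceeds 60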;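 further: rat C6 glioma line stably carrying human EP2 under a CMV promoter; the protocol text gives 20 µM as final concentration; 100% = response of wells given 1 µM PGE2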
NPY-Y1 antag: NPY-Y1 (human) receptor antagonism; 200,000 compounds, 1% hits; P25929; HEK293-CNG Y1 cells, membrane potential fluorescence; NPY at EC95, then isoproterenol; inhibition, % at 3.6 µM;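 active means inhibition above the campaign mean inhibition of all tested compounds plus 3 SD, cut at about 20% in these data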;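 further: 0% = DMSO wells given NPY plus isoproterenol and 100% = isoproterenol alone without NPY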
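Material: HEK293 Y1/CNG channel cell line | Also added: NPY (25 nM), isoproterenol (1 µM), Ro 20-1724 (25 µM) | Compound: One concentration, 3.6 µM, in 0.4% DMSO | Schedule: 3 h dye uptake, 1 h room-temperature compound, 45 min post-isoproterenol | Signal: Membrane-potential fluorescent dye readout | Read-out: % inhibition of NPY effect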
CHOP inhibitor: blocks CHOP induction under ER stress | CHO-K1 CHOP-promoter luciferase, tunicamycin-induced, 15-18 h | inhibition, % at 10 µM | 220,000 compounds, 3.8% hits | AID 2732;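 active means compounds that reduced the stress-induced luciferase reporter signal by more than about 70% of percent inhibition, limit read from the data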;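 further: 0% = tunicamycin plus vehicle and 100% = wells without tunicamycin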
14-3-3 Bad inh: disrupts binding of bovine 14-3-3 zeta to phospho-Bad peptide; P63103; TR-FRET 14-3-3zeta/Dy647-pBad peptide displacement, 1 h; inhibition, % at 21.7 µM; 220,000 compounds, 0.71% hits; AID 781;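 active means inhibition above about 70%, limit read from the data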;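 further: 0% = full 14-3-3 plus peptide FRET controls and 100% = background without 14-3-3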
Target sequence (P63103 whole entry, looked up): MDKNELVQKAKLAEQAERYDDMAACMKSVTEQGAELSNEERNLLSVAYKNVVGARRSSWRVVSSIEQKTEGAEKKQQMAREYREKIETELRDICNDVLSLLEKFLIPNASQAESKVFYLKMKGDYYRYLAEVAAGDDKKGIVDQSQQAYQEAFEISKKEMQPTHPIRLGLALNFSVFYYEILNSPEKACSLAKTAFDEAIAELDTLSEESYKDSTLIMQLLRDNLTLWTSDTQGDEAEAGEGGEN
TRPN1 ag: agonists of zebrafish TRPN1 channel | activation, % at 3 µM | HEK293 zebrafish TRPN1-YFP, Fluo-8 calcium fluorescence; 100% = response to 87 µM carbachol | 220,000 compounds, 0.18% hits;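 active means activation above its plate's cutoff, the mean activation of test wells on that plate plus 3 SD, cut at about 19% in these data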;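 further: 0% = DMSO alone and 100% = 87 µM carbachol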
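Assay system: Zebrafish TRPN1-YFP in HEK293 cells | Incubation: Dye loading 1 h at 37 °C, then 30 min room temperature | Measured by: Kinetic Fluo-8 fluorescence, ex 470-495, em 515-575 nm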
The depositor's hits bear a star; · = not tested or not shown; & = joins results of further samples; [ ] = dose if it differs, or a comment. A portion of the library. The share of hits here may be higher or lower than overall.

SMILES | EP2 antag | PPC-1+TRAIL kill | NPY-Y1 PAM-ag | TRPML3 ag | EP2 mod | NPY-Y1 antag | CHOP inhibitor | 14-3-3 Bad inh | TRPN1 ag
CCCCOc1ccc(C(C)NC(=O)C2CCCN(S(=O)(=O)CCC)C2)cc1 (centres undefined) | 6.1 | 11.0 | -15.9 | 0.9 | 22.2 | -1.6 | 62.1 | 1.1 | 0.1
O=C(N/N=C/c1c(F)cccc1Cl)c1ccc(Cn2cc(Br)cn2)o1 | 9.3 | 7.1 | 4.4 | -0.2 | 4.5 | 0.5 | 24.9 | 12.8[fluorescence artefact?] | 1.5
O=C(Nn1c(Cc2cccs2)nc2ccccc2c1=O)c1ccc(F)c(F)c1 | 8.7 | 21.9 | -16.6 | 0.3 | 20.4 | -1.6 | 8.1 | 0.5[fluorescence artefact?] | 0.5
Cc1cc(C)cc(N2CC34C=CC(O3)C(C(=O)OCC(=O)NCc3ccco3)C4C2=O)c1 (centres undefined) | 13.5 | -7.9 | -6.0 | -0.8 | 26.8 | 0.6 | 13.7 | 19.2 | -1.4
CC(Cc1c[nH]c2ccccc12)NC(N)=O (centres undefined) | 7.8 | -10.1 | 5.3 | 0.9 | -8.4 | -0.1 | 19.0 | -8.5 | 1.8
Nc1cnn(Cc2ccccc2F)c1 | 3.2 | -3.1 | 21.5 | -1.1 | -40.1 | 0.5 | -13.7 | -15.0 | 0.1
CC(C)=C1C2CCC1C1C(=O)N(c3nc(-c4ccc(F)cc4)c(C)s3)C(=O)C21 (centres undefined) | 11.3 | 4.2 | 5.4 | 1.3 | 11.7 | 7.0 | 48.6 | -11.4[fluorescence artefact?] | -0.3
CC(NC(=O)c1cccc(Cn2cc([N+](=O)[O-])cn2)c1)c1ccc(C(C)(C)C)cc1 (centres undefined) | 7.4 | -5.4 | 5.8 | 0.8 | -8.1 | -4.4 | 39.4 | 2.5 | -0.4
CCn1c(=S)ccc2ccc(OC)cc21 | 14.3 | 12.0 | -6.4 | 0.2 | 8.2 | 1.4 | -4.4 | 2.5 | -0.3
CC(C)CN(C)C(=O)CCc1nnc(Cc2ccc(-c3ccccc3)cc2)o1 | 3.2 | 14.9 | -10.0 | 0.3 | -24.5 | -0.8 | 15.2 | -1.1 | 0.3
Cc1cc(C(=O)CSc2nnc(-c3cccs3)o2)c(C)n1-c1ccccc1 | 13.7 | 17.7 | -9.1 | 2.3 | 46.1 | 0.1 | · | -10.5 | 5.6
O=C(Cn1cnc2c(cnn2-c2ccc(Cl)cc2)c1=O)NCCc1ccccc1 | 10.4 | 5.4 | -4.6 | 0.2 | 17.1 | -7.5 | -0.1 | -5.1[fluorescence artefact?] | 0.4
CCOc1cc(NS(=O)(=O)c2ccc(Cl)cc2)c(OCC)cc1NC(=O)CC(C)C | 12.3 | 29.5 | 4.9 | 0.7 | 11.9 | -3.6 | 63.6 | -14.2 | -2.2
COC(=O)CCN(C(=O)c1ccc(N2CCCCC2)c([N+](=O)[O-])c1)c1ccccn1 | 8.7 | -10.7 | -8.9 | 0.9 | -20.6 | 0.6 | -1.6 | -7.3 | -0.5
Cc1onc(C(=O)NCc2ccccn2)c1[N+](=O)[O-] | 10.4 | 1.7 | 7.2 | 0.1 | 15.1 | 2.0 | 7.0 | -8.9 | 0.6
CC(=O)c1c(O)cc(=O)n(-c2ccccc2)c1-c1ccc(Cl)cc1 | 4.1 | -5.0 | -4.3 | 0.9 | 3.4 | 5.2 | 10.1 | -0.3[fluorescence artefact?] | 1.0
Cc1ccc(S(=O)(=O)N2CCC(C(=O)OC(C)C(=O)NC(N)=O)CC2)cc1C (centres undefined) | 5.5 | 26.6 | 16.4 | 0.9 | -6.5 | · | 4.5 | -1.1 | -0.2
Clc1ccc(-c2nnc(NCc3ccccc3)c3ccccc23)cc1 | 6.3 | -4.4 | 1.4 | 0.2 | 12.5 | 5.2 | 30.1 | -0.7 | -0.8
COc1ccc(C)cc1NC(=O)C(Sc1nncn1C)c1ccccc1 (centres undefined) | 4.2 | 23.0 | 21.9 | 0.7 | -14.5 | -2.9 | 6.0 | -4.1 | 0.1
Cc1ccccc1C(=O)N/N=C1/SCC(=O)N1Cc1ccc2c(c1)OCO2 | 6.3 | -11.8 | -29.9 | 0.6 | -14.5 | 9.2 | 6.1 | -8.6 | 1.0
COc1ccc(-n2ccnc2CN2CCN(C3CCCC3)C(CCO)C2)cc1 (centres undefined) | 12.6 | -5.0 | 5.8 | 0.4 | -26.2 | -2.3 | -30.7 | -9.9 | -0.8
COC(=O)CSc1nnc(C)n1-c1cccc(OC)c1 | 9.0&1.9 | 5.2 | -9.6 | 0.2 | 14.5&8.2 | -4.3 | -23.1 | 14.8 | 1.3
COc1ccc2cc(/C=C3\SC(=S)NC3=O)c(N3CCOCC3)nc2c1 | 7.9 | 13.3 | 18.1 | 0.2 | 14.1 | -4.8 | 9.8 | -10.5 | 0.1
Cc1cc(C)cc(NCc2cc3c(cc2[N+](=O)[O-])OCO3)c1 | 9.6 | 10.8 | -0.1 | -1.3 | 13.5 | -0.9 | 14.2 | -13.9[fluorescence artefact?] | -1.1
C/C(=N\S(=O)(=O)c1ccc(C)cc1)NC(=S)Nc1ccccc1 | 6.0 | 9.8 | 8.1 | 0.8 | 12.5 | -0.1 | 14.5 | 1.1 | 0.2

Reformatted tab-delimited: part of the list above.
molecule	EP2 antag	PPC-1+TRAIL kill	NPY-Y1 PAM-ag	TRPML3 ag	EP2 mod	NPY-Y1 antag	CHOP inhibitor	14-3-3 Bad inh	TRPN1 ag
CCn1c(=S)ccc2ccc(OC)cc21	14.3	12.0	-6.4	0.2	8.2	1.4	-4.4	2.5	-0.3
Cc1ccccc1C(=O)N/N=C1/SCC(=O)N1Cc1ccc2c(c1)OCO2	6.3	-11.8	-29.9	0.6	-14.5	9.2	6.1	-8.6	1.0

The results go on.
SMILES | EP2 antag | PPC-1+TRAIL kill | NPY-Y1 PAM-ag | TRPML3 ag | EP2 mod | NPY-Y1 antag | CHOP inhibitor | 14-3-3 Bad inh | TRPN1 ag
COC(=O)CN1C(c2ccccc2)=Nc2ccc(Cl)cc2C1c1ccccc1 (centres undefined) | 9.5 | -0.9 | -6.2 | -0.5 | 39.9 | 27.2* | 18.8 | 1.7 | -0.6
CC(=O)N/C(=C/c1ccc2c(c1)OCO2)C(=O)O | 1.7 | 20.8 | -13.3 | 0.9 | 9.1 | 3.4 | -6.4 | 5.0 | 2.8
Cc1onc(-c2ccccc2)c1C(=O)c1c[nH]c(C(=O)NCc2ccccn2)c1 | 4.3 | 18.8 | 7.7 | 1.8 | 0.7 | -3.1 | -2.2 | -21.1 | 0.5
O=C(NCC1CCCO1)C(c1cccs1)N(C(=O)c1ccc(-c2ccccc2)[nH]1)C1CCCC1 (centres undefined) | 8.6 | 16.9 | -10.1 | 0.5 | 22.6 | 7.6 | 13.1 | -0.1 | 0.5
C=CCNC(=S)N(C1CCCCC1)C1CCCCC1 | 3.9 | 8.7 | 5.5 | 0.4 | 57.9 | -2.5 | -20.1 | -13.8 | -0.4
Cc1cc2c(s1)c1cnn(CC(=O)NCCc3ccccc3)c(=O)c1n2C | 23.4 | 7.5 | -0.1 | 0.4 | -13.4 | 3.6 | 86.9* | 28.0[fluorescence artefact?] | -0.3
COc1ccccc1-c1ccc(C(=O)O)o1 | · | -13.0 | -4.8 | 1.4 | 32.5 | 1.1 | 19.1 | 5.5[fluorescence artefact?] | 0.3
CC(C)CC(=O)Nc1ccc(-c2nc3ccccc3c(=O)[nH]2)cc1 | 4.2 | 37.1 | -19.6 | 0.4 | -4.4 | -5.1 | 20.0 | -1.0 | 0.7
COc1ccccc1NC(=S)N(C(C)C)C(C)c1ccccn1 (centres undefined) | 5.8 | -14.7 | 5.2 | 0.7 | -23.4 | -1.4 | -8.4 | 5.3 | -0.6
O=C(CSc1ccc(/C=N/NC(=O)c2cccc(F)c2)o1)Nc1ccccc1 | 10.2 | 1.6 | 12.9 | -0.6 | -21.1 | 10.8 | -10.9 | -2.1 | 0.9
O=C(Cc1cccs1)N1CCC(c2nc3c(nnn3Cc3ccccc3Cl)c(=O)[nH]2)CC1 | 8.5&4.5 | 6.5 | 2.5 | 0.0 | 10.1&8.2 | 6.2 | 50.5 | 9.6 | -1.3
CN(C)c1nc(N)nc(-c2cccnc2)n1 | 10.4 | -1.9 | -1.5 | 0.7 | 29.4 | -2.3 | 4.6 | -1.0 | 1.2
COc1ccc(CNC(=S)Nc2cccc(C)c2)cc1 | 13.9 | 8.3 | 4.4 | 0.0 | -31.4 | 7.9 | 53.5 | -0.7 | -0.9
O=C(O)c1cc(Br)ccn1 | 9.3 | 13.2 | -5.2 | 1.0 | 10.5 | -2.8 | 22.4 | 2.4 | 1.1
COc1ccc(CCNS(=O)(=O)c2cc(/C=C/C(=O)O)ccc2C)cc1OC | 9.9 | 10.8 | 5.1 | 0.6 | 12.6 | 3.3 | -14.7 | -10.5 | 1.3
CC1CC2=C(NC(=S)NC2c2cccc(F)c2)/C(=C/c2cccc(F)c2)C1 (centres undefined) | 2.4 | 12.2 | -1.4 | 0.5 | 39.5 | 8.6 | 86.3* | -25.1 | 1.4
Cc1cc2n(n1)SC(Nc1ccc(F)cc1)N2 (centres undefined) | 3.7 | -2.3 | 0.4 | -0.3 | -9.5 | -1.3 | 10.9 | -7.2[fluorescence artefact?] | 1.8
O=C(CCNc1ccc(Cl)c(C(F)(F)F)c1)c1ccco1 | 9.4 | 21.8 | 15.5 | 0.0 | -16.1 | 1.0 | 45.5 | -10.7 | -0.6
O=C(N=Nc1c(O)n(Cc2ccccc2)c2ccccc12)c1ccc(O)cc1 | 8.0 | 15.0 | -4.4 | 0.1 | 49.2 | 4.3 | 36.4 | 3.4[fluorescence artefact?] | 0.9
CC(C)(C)C1(C)OC(C(N)=O)C(C(N)=O)O1 (centres undefined) | 5.5 | 3.4 | -4.1 | 1.2 | -4.2 | 6.6 | 18.9 | -2.2 | 0.6
Clc1ccccc1-c1nc2ccccc2[nH]1 | 14.7 | 17.6 | 5.9 | 0.2 | -34.4 | · | -2.2 | -0.6 | -0.6
CCN(CC)C(=O)C[n+]1cccc(C(N)=O)c1 | 9.5 | -3.3 | 6.3 | 0.8 | 20.5 | 3.8 | 4.1 | 6.9 | -1.2
COc1ccc(OC)c2[nH]c(=O)c(CCNC(=O)C(C)C)cc12 | 11.8 | 5.4 | -20.6 | -0.6 | -6.1 | 2.6 | 20.8 | 3.4 | -1.4
Cc1ccc2nsnc2c1S(=O)(=O)N1CCN(C(=O)C2CCCO2)CC1 (centres undefined) | 7.3 | -1.2 | 12.8 | 0.9 | 1.4 | 3.9 | -9.9 | 4.6 | 1.1
CC(C)C(=O)NCCc1nc2ccccc2n1CCc1ccccc1 | 10.5 | 14.7 | -10.9 | 0.4 | -3.5 | -1.4 | -0.6 | -4.7 | -1.9
